Compound activity as filed in PubChem BioAssay.
KCNQ2 inh: KCNQ2 channel blockers in CHO-K1 cells – cell-based, FluxOR thallium flux, B-score, primary screen (AID 2156). 20 min; hits give low values. B-score at 10 µM. 310,000 compounds, 1.1% hits;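 active = fluorescence ratio B-score at most minus 3 library SDs, with starting brightness B-score within 2 library SDs, cut at about -5.5 in these data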
CHT block: inhibits the human high affinity choline transporter | 310,000 compounds, 0.86% hits | AID 488975 | CHT-expressing cells, membrane potential dye, choline response; hits give low values | Q9GZV3 | B-score at 10 µM;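 active = B-score over 3 SD under the library average, and starting fluorescence ratio not unusually high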;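 also: choline stimulus applied at its EC90 after an EC20 pre-addition; B-score computed on integrated fluorescence ratio after choline addition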
Target sequence (Q9GZV3 whole entry, looked up): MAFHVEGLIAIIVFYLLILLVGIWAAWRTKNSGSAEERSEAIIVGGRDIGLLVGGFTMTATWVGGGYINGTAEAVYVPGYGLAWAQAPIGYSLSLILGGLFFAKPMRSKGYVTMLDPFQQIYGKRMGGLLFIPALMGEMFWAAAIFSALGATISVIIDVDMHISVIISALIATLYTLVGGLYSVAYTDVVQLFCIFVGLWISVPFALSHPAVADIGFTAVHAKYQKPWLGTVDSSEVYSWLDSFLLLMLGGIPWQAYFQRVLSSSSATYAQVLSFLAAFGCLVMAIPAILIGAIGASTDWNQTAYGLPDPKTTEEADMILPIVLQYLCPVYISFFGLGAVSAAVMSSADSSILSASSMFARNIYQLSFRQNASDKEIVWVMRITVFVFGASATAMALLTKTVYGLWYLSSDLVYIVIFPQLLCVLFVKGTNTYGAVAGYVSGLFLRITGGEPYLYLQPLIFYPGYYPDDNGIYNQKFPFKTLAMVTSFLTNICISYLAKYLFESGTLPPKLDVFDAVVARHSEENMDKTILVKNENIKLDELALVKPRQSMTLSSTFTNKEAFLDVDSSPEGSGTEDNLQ
Numbers without * were called inactive; i = inactive; / = not tested or not shown.

SMILES	KCNQ2 inh	CHT block
COc1ccc(N(CC(=O)NC2CCCCCC2)S(=O)(=O)c2ccc(C)cc2)cc1OC	i	i
CC1CCCCN1C(=O)COc1ccc(NC(=O)c2ccco2)cc1 (configuration not stated)	i	i
S=C(NCc1ccc2c(c1)OCO2)NC1CCN(Cc2ccccc2)CC1	i	i
CN(CCCCCCCCC(=O)/C=N/O)Cc1ccccc1	i	i
COCCNC(=O)Cc1c(C)c2c(cc(C)c3c(C)coc32)oc1=O	i	i
COC(=O)c1ccc(S(=O)(=O)NNC(=O)COc2ccc(C)cc2)cc1	i	i
N#Cc1cccc(NC(=O)COC(=O)C2CCC2)c1	i	i
O=C(CSc1nnc(COc2ccc3c(c2)CCCC3)o1)Nc1ccc(F)cc1	i	i
Brc1c(CSc2nnc(-c3ccco3)o2)nc2ccccn12	i	i
Cc1sc2nc(C)n(/N=C/c3ccccc3O)c(=O)c2c1C	i	i
CC(C)CCN1C(=O)CC(NNC(=O)c2ccc(S(=O)(=O)N3CCCC3)cc2)C1=O (configuration not stated)	i	i
CC(C)N1C(=S)SC(C)(C)C1NO (configuration not stated)	i	i
COc1cccc(C2CC(c3cccc(OC)c3)n3nc(N)nc3N2)c1 (configuration not stated)	i	i
CCC(C)(C)n1nnnc1C(c1cc2cc(C)cc(C)c2[nH]c1=O)N1CCN(C(=O)c2ccco2)CC1 (configuration not stated)	i	i
CN(C)c1ccc(N2C(=O)CC(Nc3ccc(N4CCOCC4)cc3)C2=O)cc1 (configuration not stated)	i	i
CCN(C1CCCCC1)S(=O)(=O)c1ccc(S(=O)(=O)NCCc2ccncc2)cc1	i	i
COc1cccc(CC(=O)NCC2(N3CCCCC3)CCCCC2)c1	i	i
Cc1ccc(C(=O)Nc2c3c(nn2C(C)(C)C)CS(=O)(=O)C3)cc1C	i	i
COC(=O)C(C)N1C(=O)S/C(=C\c2ccc(-c3ccc(C(=O)O)cc3C)o2)C1=O (configuration not stated)	i	i
COc1ccc(Nc2ncnc3sc(-c4ccccc4)cc23)cc1	i	i
CC(=O)NC1(c2ccccc2)CCN(c2nc(C)cc(C)n2)CC1	/	i
Cc1ccc(C(=O)N2c3ccccc3NC(=O)C2C)cc1 (configuration not stated)	i	i
O=C(C1CCN(S(=O)(=O)N2CCC3(CC2)OCCO3)CC1)N1CCC(Cc2ccccc2)CC1	i	i
Nn1c(SCc2nc3ccccn3c2Br)nnc1-c1cccnc1	i	i
CCCCn1nc2cc(C(=O)NCc3cc(C(F)(F)F)cc(C(F)(F)F)c3)ccc2c1OCC	i	i
O=S1(=O)CCC(NC(=S)Nc2ccc(Cl)cc2)C1 (configuration not stated)	i	i
Cc1cc(C)cc(NC(=S)NC2CC3CCCC(C2)N3CC(C)C)c1 (configuration not stated)	i	i
CC(C)(C)n1nnnc1C(c1ccc(Cl)cc1)N1CCSCC1 (configuration not stated)	i	i
Cn1c(SCC(=O)NCc2cccs2)nnc1-c1ccc(O)cc1	i	i
CC(/C=N/n1c(-c2ccc(C)cc2)n[nH]c1=S)=C\c1ccco1	i	i
Cc1cccc(NS(=O)(=O)c2csc(C(N)=O)c2)c1C	i	i
Cc1ccc2nc(-c3ccc(SCC(=O)Nc4ccc5c(c4)OCCO5)nc3)[nH]c2c1	i	i
O=C(COc1cccc(-n2cnnn2)c1)NCCC1=CCCCC1	i	i
COc1cc(-c2nc(C)c(C(C)=O)n2O)ccc1OCC(=O)Nc1ccc(Cl)cc1	i	i
CCCCn1c(=O)c(CCC(=O)OCC(=O)NC(=O)NCCC(C)C)nc2ccccc21	i	i
COc1cc(C2c3c(-c4ccccc4)n[nH]c3C(=O)N2c2ccccc2)ccc1O (configuration not stated)	i	i
COc1ccccc1/C=C1\SC(=S)N(CCC(=O)N2CCN(C)CC2)C1=O	i	i
COc1ccc(CCN2C(=O)CC(NNC(=O)c3ccccc3Br)C2=O)cc1 (configuration not stated)	i	i
Cc1ccc(Sc2cnn(-c3ccccc3)c(=O)c2Cl)cc1	i	i
O=C(c1cccc(F)c1)N1CCN(c2cccc(C(F)(F)F)c2)CC1	i	i
CCOc1ccccc1NC(=S)N1C2CCC1CC(NC(=O)NC13CC4CC(CC(C4)C1)C3)C2 (configuration not stated)	i	i
CNc1nc(Oc2ccc(=O)n(C)n2)nc(N2CCOCC2)n1	i	i
COc1ccc(N2CCN(C(=O)[C@@H](NC(=O)c3cc(OC)cc(OC)c3)C(C)C)CC2)cc1	i	i
CCCc1cc(=O)oc2cc(C)cc(OCC(=O)NCCCn3ccnc3)c12	i	i
Cn1c(COc2ccccc2)nnc1SCC(=O)NNC(=O)C1CCCCC1	i	i
CC(C)N1CCN(Cc2ccsc2)CC1CCO (configuration not stated)	i	i
COc1ccccc1CN(CC(=O)NCC1CCCO1)C(=O)CNS(=O)(=O)c1ccc(C)cc1 (configuration not stated)	i	i
Cc1cc(C)n2cc(CSc3nc4cc(Cl)ccc4o3)nc2n1	i	i
O=C(CSCc1nc2ccccc2[nH]1)N1CCN(c2ccc(F)cc2)CC1	i	-5*
CCN(CC)CCCNC(=O)c1cn(C)c2ccc(S(=O)(=O)N(C)C)cc2c1=O	i	i
O=C(c1[nH]ncc1[N+](=O)[O-])N1CCOCC1	i	i
Cc1ccc(NC(=S)N2CCOCC2)cc1	i	i
O=C(NCc1cccc(Cl)c1)c1ccco1	i	i
C=CCn1c(COc2ccccc2F)nnc1SCC(=O)NC(=O)NCc1ccco1	i	i
COc1ccc(N2C(N)=C(C#N)C(c3ccsc3)C3=C2CCCC3=O)c(OC)c1 (configuration not stated)	i	i
COc1ccc(C(=O)c2ccc(N(C)C)cc2)c2ccccc12	i	i
COc1ccc(CCn2c(SCC(=O)Nc3cc(C)on3)nc3ccsc3c2=O)cc1OC	/	i
CCC(C)C(=O)Nc1ncc2c(n1)CC(c1cccs1)CC2=O (configuration not stated)	i	i
CN1C(=O)NC2C1N(S(C)(=O)=O)CCN2S(C)(=O)=O (configuration not stated)	i	i
CCOCCCN1CN(Cc2ccco2)CNC1=S	i	i
Additional records:
SMILES	KCNQ2 inh	CHT block
COc1ccc(C2CC(c3ccccc3)=NN2C(=O)CSc2nnnn2-c2cccc(C)c2)cc1 (configuration not stated)	i	i
CS/C(N)=N/C(=S)Nc1cccc(Cl)c1	i	i
COc1ccc(C)cc1S(=O)(=O)N(C)CC(=O)N1CCC(C(N)=O)CC1	i	i
O=[N+]([O-])c1cccc(S(=O)(=O)Nc2ccc(S(=O)(=O)Nc3nccs3)cc2)c1	i	i
Cc1nc2scc(C)n2c(=O)c1S(=O)(=O)Nc1ccc(OC(F)(F)F)cc1	i	i
N#Cc1ccc(C(=O)Nc2cc(-c3ccc(F)cc3)nn2-c2ccccc2)cc1	/	i
CN(CCc1ccccn1)Cc1ccc(Cl)cc1	i	i
O=C(NCCCN1CCOCC1)C(=O)NCC1OCCN1S(=O)(=O)c1cc(F)ccc1F (configuration not stated)	i	i
Cc1c(NC(=O)CN2c3ccccc3CC2C)c(=O)n(-c2ccccc2)n1C (configuration not stated)	i	i
COc1ccc(C(=O)C[n+]2cccc(C)c2)cc1	i	-8.5*
Cc1ccc(-n2c(SCC(=O)N3CCCC3)nc3c(c2=O)SCC3)cc1	i	i
CCOC(=O)C1CCN(C(=O)C2(NC(=O)Nc3ccc(F)cc3F)CCCCC2)CC1	i	i
C=CCN1C(=O)c2ccc(C(=O)N(CC)CC(=O)Nc3cc(Cl)ccc3C)cc2C1=O	i	i
COCCCn1c(C)nnc1SCC(=O)NNC(=O)COc1ccc(Cl)cc1	i	i
Cc1c(Cl)cccc1NS(=O)(=O)c1ccc(-c2ccc(=O)[nH]n2)o1	i	i

16 entries from above in a different format.
Second line of a record: KCNQ2 inh	CHT block
> CCOCCCN1CN(Cc2ccco2)CNC1=S
 : i	i
> COc1ccc(C2CC(c3ccccc3)=NN2C(=O)CSc2nnnn2-c2cccc(C)c2)cc1 (configuration not stated)
 : i	i
> CS/C(N)=N/C(=S)Nc1cccc(Cl)c1
 : i	i
> COc1ccc(C)cc1S(=O)(=O)N(C)CC(=O)N1CCC(C(N)=O)CC1
 : i	i
> O=[N+]([O-])c1cccc(S(=O)(=O)Nc2ccc(S(=O)(=O)Nc3nccs3)cc2)c1
 : i	i
> Cc1nc2scc(C)n2c(=O)c1S(=O)(=O)Nc1ccc(OC(F)(F)F)cc1
 : i	i
> N#Cc1ccc(C(=O)Nc2cc(-c3ccc(F)cc3)nn2-c2ccccc2)cc1
 : /	i
> CN(CCc1ccccn1)Cc1ccc(Cl)cc1
 : i	i
> O=C(NCCCN1CCOCC1)C(=O)NCC1OCCN1S(=O)(=O)c1cc(F)ccc1F (configuration not stated)
 : i	i
> Cc1c(NC(=O)CN2c3ccccc3CC2C)c(=O)n(-c2ccccc2)n1C (configuration not stated)
 : i	i
> COc1ccc(C(=O)C[n+]2cccc(C)c2)cc1
 : i	-8.5*
> Cc1ccc(-n2c(SCC(=O)N3CCCC3)nc3c(c2=O)SCC3)cc1
 : i	i
> CCOC(=O)C1CCN(C(=O)C2(NC(=O)Nc3ccc(F)cc3F)CCCCC2)CC1
 : i	i
> C=CCN1C(=O)c2ccc(C(=O)N(CC)CC(=O)Nc3cc(Cl)ccc3C)cc2C1=O
 : i	i
> COCCCn1c(C)nnc1SCC(=O)NNC(=O)COc1ccc(Cl)cc1
 : i	i
> Cc1c(Cl)cccc1NS(=O)(=O)c1ccc(-c2ccc(=O)[nH]n2)o1
 : i	i

Continued.
SMILES	KCNQ2 inh	CHT block
O=C(Nc1cc(Cl)ccc1N1CCOCC1)c1ccc(Br)o1	i	i
CN(C)S(=O)(=O)Nc1ccc(Oc2ccccc2)cc1	i	i
COc1ccc(-c2csc(NC(=S)NC(=O)/C=C/c3ccco3)n2)cc1Br	i	i
COc1ccc(CCN2C(=O)C(C)=C(C)C2=O)cc1OC	i	i
CN(C)C(=O)COc1ccc2ccc(=O)oc2c1	i	i
Cc1ccc(CNC(=O)C2CC3Cn4c(nc5cc(Cl)c(Cl)cc54)C3N2C)o1 (configuration not stated)	i	i
CC(C)NC(=O)c1ccc(N(Cc2ccc(Cl)cc2)S(C)(=O)=O)cc1	i	i
Cn1c2ccccc2c(=O)c2c(=O)n(-c3ccc(F)cc3)c(-c3cccs3)nc21	i	i
CS(=O)(=O)NNC(=O)Cn1nnc(-c2cc(C(F)(F)F)cc(C(F)(F)F)c2)n1	i	i
CCOC(=O)c1cc2nc(Nc3ccc(OC)cc3)sc2s1	i	i
Cc1ccc(-c2cc(C(F)(F)F)nn2-c2ccc(S(N)(=O)=O)cc2)cc1	i	i
O=C(N/N=C\c1cccc(Cl)c1)c1n[nH]c2c1CCCC2	i	i
N#CC(c1ccccn1)c1ncc(C(F)(F)F)cc1Cl (configuration not stated)	i	i
Cc1nc2ccccc2nc1N1CCC(C)CC1	i	i
O=S(=O)(c1ccccc1)N1CCC(n2nnc3cc(F)ccc32)CC1	i	i
O=C(Cn1cnc2c(nnn2Cc2ccccc2)c1=O)c1ccccc1	i	i
CC1=C(C(=O)OCCOc2ccccc2)C(c2ccc(C)o2)C2=C(CC(C)(C)CC2=O)N1 (configuration not stated)	i	i
CCC(OC(=O)c1cccs1)C(=O)NCc1ccc(C)cc1 (configuration not stated)	i	i
CC1CCN(S(=O)(=O)Cc2ccccc2Cl)CC1	i	i
CNC(=S)NCc1ccc2[nH]c3c(c2c1)CCCC3	i	i
COc1cc(=O)oc(-c2ccccc2)c1C(C)=O	i	i
Cc1ccc(S(=O)(=O)c2nnn3c2nc(N2CCOCC2)c2ccccc23)cc1C	i	i
O=C(Nc1ccn([C@H]2CC[C@@H](CO)O2)c(=O)n1)c1ccccc1	i	i
COc1ccc(C(CC(=O)N2CCN(c3ccccc3)CC2)c2c(O)cc(OC)cc2OC)cc1 (configuration not stated)	i	i
Cc1cnc(NCCc2ccccc2)s1	i	i
O=C1C(NS(=O)(=O)c2cccs2)=C(N2CCN(c3cccc(C(F)(F)F)c3)CC2)C(=O)c2ccccc21	i	i
O=C(c1ccco1)N1CCN(C(=O)C(Cc2ccccc2)NS(=O)(=O)c2cccs2)CC1 (configuration not stated)	/	i
CC(C)(C)c1csc(NC(=O)Cc2cccs2)n1	i	i
COc1ccccc1N1CCN(C(=O)c2cc(N3C(=O)C4C5CCC(C5)C4C3=O)ccc2Cl)CC1 (configuration not stated)	i	i
COc1ccc(C(=O)NCCS(=O)(=O)NCc2ccccc2OC)cc1	i	i
Cc1ccc(NC(=O)C2CCC(=O)N2C(=O)OCc2ccccc2)cc1 (configuration not stated)	i	i
CC(C)CCN1CCN(Cc2cccn2-c2nccs2)CC1CCO (configuration not stated)	i	i
O=C(Cc1ccccc1)NC1c2ccccc2-c2ccccc21	-6.8*	i
CCOc1ccc(CCNC(=O)Cn2c(-c3nonc3N)nc3ccccc32)cc1OCC	/	i
COc1cc(-c2cc(-c3nnco3)c3ccccc3n2)cc(OC)c1OC	i	i
NC(=O)COc1ccc2oc(=O)cc(-c3cc4ccccc4o3)c2c1	i	i
COc1ccc(NC(=O)CN(C)C(=O)c2sc3ccccc3c2Cl)cc1	i	i
O=S(=O)(Nc1cc(C(F)(F)F)ccc1N1CCOCC1)c1ccc2ccccc2c1	i	i
Cc1ccc(C)c(OCCCC(=O)Nc2nccs2)c1	i	i
Cc1ccc(CNC(=O)C2CCCC2)cc1	i	i
CCCCn1c(N2CCCC2)nc2c1c(=O)[nH]c(=O)n2C	i	i
O=C(Nc1ccccc1)c1ccc(Nc2c([N+](=O)[O-])cc([N+](=O)[O-])c3ccccc23)cc1	i	i
COC(=O)c1c(C)oc(C)c(C(=O)OC)c1=O	i	i
CCOC(=O)c1csc(NC(=O)c2ccc(S(=O)(=O)N(C)C)cc2)n1	i	i
CCOC(OCC)P(=O)(c1ccccc1)c1ccccc1	i	i
C=C(C)COc1ccc2c3c(c(=O)oc2c1OCC(=C)C)CCC3	i	i
Brc1ccc2ncc(Br)cc2c1	i	i
S=C(NCCc1c[nH]c2ccccc12)NC1CCCCC1	i	i

Another view of two compounds above.
Fields – KCNQ2 inh | CHT block
- Cc1ccc(NC(=O)C2CCC(=O)N2C(=O)OCc2ccccc2)cc1 (configuration not stated)
→ i | i
- CC(C)CCN1CCN(Cc2cccn2-c2nccs2)CC1CCO (configuration not stated)
→ i | i
